# iPSC survival up – enhancers of single-cell hiPSC survival, primary screen, ATPlite luminescence | 360,000 tested, 0.044% active | 100% = ROCK inhibitor wells, 0% = DMSO | survival enhancement, % at 20 µM | AID 602274, 2012; in the data active = survival enhancement above about 18%;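 note: cells exposed to compounds for 16 hours before the ATP read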
# KKLEB cytotox – cytotoxicity in KKLEB CF airway cells, primary screen, cytotoxicity control for CF NF-kB inhibitor project, cell-based, uHTS, fluorescence assay plates | AID 602141, 2011 | KKLEB CF airway cells viability, ATPlite luminescence, overnight; active compounds read low; cells stimulated with P. aeruginosa culture filtrate | activity change (cytotoxicity), % at 5 µM | 360,000 tested, 0.36% active;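 active = corrected activity change at or below -50% at 5 µM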
# CF NFkB block – inhibitors of PAF-induced NF-kB signaling, primary screen, cell-based, GFP fluorescence, uHTS | AID 588850, 2011 | inhibition, % at 5 µM | KKLEB NF-kB-GFP reporter, GFP fluorescence overnight | 360,000 tested, 0.86% active;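 active = at least 50% inhibition at 5 µM, scaled per plate between neutral and stimulator controls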;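 note: PAF is a Pseudomonas aeruginosa culture filtrate used as stimulus; plate controls were PAF-stimulated DMSO wells for no effect and unstimulated DMSO wells for full effect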
# TRPM1 prom inh – inhibitors of MITF-dependent TRPM1 promoter reporter, primary screen, cell-based, SK-MEL-5, single point, luciferase; inhibition, % at 12.5 µM; 330,000 tested, 0.83% active; SK-MEL-5 TRPM1 promoter luciferase, 24 h;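 active = mean inhibition across replicates of 60% or more, whatever share of single replicates reaches that level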; note: values of inactives mirror those of a sister screen read the other way
# NR2E3 ag-1 – inhibitors of NR2E3-RetCOR corepressor binding, primary screen, NR2E3 agonist project, biochemical, TR-FRET, GST-NR2E3, biotin-RetCOR | Photoreceptor-specific nuclear receptor (Homo sapiens), Q9Y5X4 | inhibition of corepressor binding, % at 4.78 µM | 1536-well | AID 2300, 2010 | 320,000 tested, 0.12% active;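 active = percent inhibition above the cutoff of mean plus 3 SD of all tested compounds, set per screening campaign, cut at about 20% in these data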;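 note: 0% = DMSO wells and 100% = biotin wells as full block of FRET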
# Target sequence (Q9Y5X4 whole entry, looked up): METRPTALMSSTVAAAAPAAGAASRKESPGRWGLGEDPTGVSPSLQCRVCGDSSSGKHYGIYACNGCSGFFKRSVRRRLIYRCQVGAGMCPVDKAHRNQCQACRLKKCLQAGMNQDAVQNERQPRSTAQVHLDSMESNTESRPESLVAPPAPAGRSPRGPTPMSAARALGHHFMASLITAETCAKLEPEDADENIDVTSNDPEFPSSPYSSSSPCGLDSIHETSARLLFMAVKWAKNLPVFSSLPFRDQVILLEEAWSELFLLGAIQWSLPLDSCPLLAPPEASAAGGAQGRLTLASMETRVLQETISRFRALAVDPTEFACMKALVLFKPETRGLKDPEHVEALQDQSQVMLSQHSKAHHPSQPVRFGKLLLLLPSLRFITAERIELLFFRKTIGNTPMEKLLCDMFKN
#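 system = GST-tagged NR2E3 plus biotinylated RetCOR corepressor | input = 1.35 nM GST-NR2E3 | also added = 7 nM biotin-RetCOR | schedule = 5 h incubation at 4 °C | measured by = TR-FRET with europium anti-GST and streptavidin-D2, 340 nm excitation | read-out = percent loss of FRET ratio relative to control wells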
# Shn3 inh set2 – reduction of Shn3 3'UTR firefly luciferase signal, primary screen, Schnurri-3 inhibitor project, cell-based, Clone20 osteoblasts, set 2 | Clone20 osteoblast Shn3 3'UTR firefly luciferase, 24 h | inhibition, % at 12.5 µM | 360,000 tested, 0.52% active | AID 588674, 2011;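 active = mean inhibition of at least 75% with every replicate also reaching 75%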;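 note: 0% = median of neutral control wells and 100% = pilot-screen positive control compound; some compounds past the cut are filed as inactive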
# HIF-2a inh – HIF-2a reporter inhibitors, primary screen, luminescence, 786-0 RCC cells | 786-0 RCC cells HIF-2a reporter, luciferase luminescence, overnight | inhibition, % at 18.8 µM | 360,000 tested, 0.72% active;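 active = inhibition of the luminescence signal of 40% or more relative to plate controls, in a single-dose primary screen at 18.75 µM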
# Peg3 prom inh – Peg3 promoter-driven luciferase inhibitors, primary screen, cell-based, HeLa, luciferase luminescence; 360,000 tested, 1.7% active; HeLa PEG-Prom luciferase reporter, overnight; inhibition, % at 20 µM;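 active = inhibition of at least 50% at 20 µM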
# NR2E3 ag-2 – NR2E3 agonists in two-hybrid cells, primary screen, cell-based, luminescence, CHO-S, Gal4-NCOR/VP16-NR2E3; Photoreceptor-specific nuclear receptor (Homo sapiens), Q9Y5X4; luciferase; inhibition of corepressor binding, % at 3.98 µM; 360,000 tested, 0.35% active; AID 602229, 2012;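 active = inhibition above the mean of all tested compounds plus 3 SD, cut at about 70% in these data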;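 note: 0% = DMSO with NR2E3 transfected cells and 100% = cells lacking NR2E3 construct; higher means lower luciferase signal from less NR2E3 corepressor binding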
# aDG glyco act – activators of alpha-DG glycosylation, primary screen, uHTS, Pro5-aDG cells, AlphaScreen; 360,000 tested, 0.22% active; alpha-DG glycosylation AlphaScreen (IIH6); 0% Pro5, 100% B10-LARGE cell signal; AID 624168, 2012; activation, % at 10 µM;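 active = activation of at least 8% versus controls, or a plate z-score of at least 8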;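 note: Pro5 are CHO cells carrying HIG-tagged alpha-DG that lacks glycosylation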
# TWEAK-Fn14 inh – inhibitors of TWEAK-Fn14 signaling, primary screen, luciferase reporter cells, uHTS | TWEAK-stimulated Fn14 reporter cells, luciferase luminescence, 8 h | inhibition, % at 10 µM | 360,000 tested, 2% active | AID 1159606, 2016; in the data active = inhibition above about 50%
# * = called active by the depositor; . = not tested or not shown.
SMILES,iPSC survival up,KKLEB cytotox,CF NFkB block,TRPM1 prom inh,NR2E3 ag-1,Shn3 inh set2,HIF-2a inh,Peg3 prom inh,NR2E3 ag-2,aDG glyco act,TWEAK-Fn14 inh
C/C(=N\OCC(=O)Nc1ccccc1Br)c1cccs1,0.3,1.7,-19.6,-12.6,2.3,-34.7,-97.1,-79.4,-16.3,-0.2,-19.4
O=C(NNC(=O)c1ccco1)c1cccc([N+](=O)[O-])c1,2.0,5.8,-4.9,1.6,-0.9,1.2,5.9,6.6,-3.6,0.0,1.0
Cc1ccc(Nc2nc(CSc3nnnn3C)cs2)cc1,-3.0,-5.3,-21.1,-75.3,-0.2,-10.3,-192.1,-242.6,-110.1,0.2,63.1*
Cc1ccc(OCC(=O)Nc2ccc(S(=O)(=O)N3CCOCC3)cc2)c(C)c1,-0.1,8.1,-6.3,-3.1,.,-4.6,5.3,14.3,20.2,0.0,-13.7
COc1ccc(NC(=O)CCc2nc(-c3ccccc3F)no2)cc1,-1.3,-3.2,16.7,0.8,1.9,16.7,5.1,11.8,7.3,0.1,-7.5
CCN(CC)C(=O)CSc1ncnc2c1nnn2-c1ccc(F)cc1,-0.7,4.6,12.8,-6.2,3.1,-5.6,-0.9,-0.7,-34.9,0.2,25.6
COc1ccc(N(CC(=O)Nc2cccnc2)S(=O)(=O)c2ccccc2)cc1OC,-0.3,10.4,-16.2,-5.8,-2.8,-12.1,8.4,-5.7,-2.3,0.0,-2.3
O=C(Nc1ccncc1)c1ccc([N+](=O)[O-])cc1Cl,14.5,-7.4,26.2,5.2,2.8,22.9,9.7,-9.7,1.4,0.2,31.9
O=C(CNCc1ccco1)Nc1cc(S(=O)(=O)N2CCOCC2)ccc1N1CCCC1,-0.3,-1.0,0.7,-1.4,6.0,-8.1,12.6,4.5,4.1,0.0,-9.1
O=C(CSc1ncnc2[nH]ncc12)Nc1cccc(Oc2ccccc2)c1,-0.5,0.4,-20.1,-8.8,0.2,-3.6,9.5,-14.0,18.7,1.1,22.0
O=C(CN1CCc2ccccc2C1)Nc1cccc(S(=O)(=O)N2CCOCC2)c1,-0.3,2.3,-8.4,4.7,2.0,-1.9,8.1,16.5,20.7,0.0,-27.1
O=C(O)C1=C(OCc2ccccc2)C(=O)NCC1,1.2,10.7,-9.5,-6.0,5.0,11.6,11.5,10.1,13.9,-0.2,23.4
COc1ccc(N=C2S/C(=C\c3cc(C)n(C)c3C)C(=O)N2C)cc1,1.4,-4.1,8.8,18.2,1.9,-1.5,9.1,-1.1,-29.3,-0.3,6.7
O=C(NCc1ccc(F)cc1)c1cc(C2CCCCN2S(=O)(=O)c2ccc(F)cc2F)on1 (stereo not drawn),3.6,10.9,-14.2,.,.,11.4,11.3,6.4,-34.8,0.4,-4.4
CCN(CC)C(=O)[C@H]1CC(CC(=O)NCc2cccc(C(F)(F)F)c2)C(=O)N2CCc3c([nH]c4ccc(OC)cc34)[C@]12C (stereo partly drawn),-3.3,0.5,-1.4,-15.3,.,-2.7,3.6,6.5,5.2,-0.2,18.6
CN(Cc1ccccc1Cl)C(=O)CNC(=O)C12CC3CC(CC(C3)C1)C2,0.1,1.9,7.1,.,.,26.1,-3.0,-0.4,-4.8,0.1,-4.1
COc1ccc(C(=O)NCCCN2CCN(CCCNC(=O)c3ccc(OC)c(OC)c3)CC2)cc1OC,-0.4,3.4,10.6,-2.2,.,-3.2,13.8,-3.0,11.2,-0.1,3.6
COc1cccc(NC(=O)Cn2c(-c3cncs3)nc3ccccc32)c1,7.2,3.5,-19.5,6.0,0.0,-5.8,22.5,5.2,0.1,0.2,5.3
COc1ccc(-c2cn3c(C)c(C(=O)N4CCN(c5ccccc5F)CC4)sc3n2)cc1,-2.3,0.6,-28.9,5.3,-1.9,7.3,-1.0,14.0,-35.3,1.7,0.9
N#CCC(=O)N/N=C/c1cn(Cc2ccc(Cl)cc2Cl)c2ccccc12,1.3,-1.7,5.1,0.5,-0.6,20.3,23.0,24.6,8.1,0.0,-26.8

# Reformatted: results already given.
# Every second line gives: iPSC survival up, KKLEB cytotox, CF NFkB block, TRPM1 prom inh, NR2E3 ag-1, Shn3 inh set2, HIF-2a inh, Peg3 prom inh, NR2E3 ag-2, aDG glyco act, TWEAK-Fn14 inh
> COc1ccc(N(CC(=O)Nc2cccnc2)S(=O)(=O)c2ccccc2)cc1OC
    -0.3, 10.4, -16.2, -5.8, -2.8, -12.1, 8.4, -5.7, -2.3, 0.0, -2.3
> O=C(Nc1ccncc1)c1ccc([N+](=O)[O-])cc1Cl
    14.5, -7.4, 26.2, 5.2, 2.8, 22.9, 9.7, -9.7, 1.4, 0.2, 31.9
> O=C(CNCc1ccco1)Nc1cc(S(=O)(=O)N2CCOCC2)ccc1N1CCCC1
    -0.3, -1.0, 0.7, -1.4, 6.0, -8.1, 12.6, 4.5, 4.1, 0.0, -9.1
> O=C(CSc1ncnc2[nH]ncc12)Nc1cccc(Oc2ccccc2)c1
    -0.5, 0.4, -20.1, -8.8, 0.2, -3.6, 9.5, -14.0, 18.7, 1.1, 22.0

# (next part)
SMILES,iPSC survival up,KKLEB cytotox,CF NFkB block,TRPM1 prom inh,NR2E3 ag-1,Shn3 inh set2,HIF-2a inh,Peg3 prom inh,NR2E3 ag-2,aDG glyco act,TWEAK-Fn14 inh
Cc1cc(C)cc(NS(=O)(=O)c2ccc3[nH]cc(C(=O)NCc4ccco4)c(=O)c3c2)c1,5.0,-0.2,-9.6,22.6,-3.9,42.8,24.4,55.0*,17.4,0.3,12.8
C=CCSc1nnc2nc3c(nn12)c1cc(C)ccc1n3CC=C,5.3,8.1,-17.8,3.4,-4.6,-4.4,19.8,7.5,16.1,-0.2,-35.9
CCCC(=O)OCC(=O)Nc1ccc2[nH]c(=O)[nH]c2c1,-0.7,4.0,1.9,-9.5,1.7,-16.3,9.1,-0.2,-4.0,0.7,1.9
COc1ccc(C(=O)NNc2ccccc2)cc1OC,2.1,11.4,10.6,-7.7,0.2,-1.8,4.5,16.9,26.5,0.1,8.7
O=C1NC(=Nc2ccccc2)S/C1=C\c1ccccc1,-0.6,-14.7,13.6,-0.8,-0.9,-52.7,-21.8,-159.1,-2.4,-0.1,-13.8
COc1ccc(C(CNC(=O)c2c(C)nn(Cc3ccc(C)cc3)c2Cl)N2CCOCC2)cc1 (stereo not drawn),-0.4,0.2,10.6,-4.9,5.1,29.9,10.6,7.1,25.1,2.1,-0.4
Cc1ccc(C(CNC(=O)Nc2cccc(C)c2)N2CCN(C)CC2)cc1 (stereo not drawn),-0.2,-16.8,4.6,-14.5,1.6,-7.8,-4.2,-4.7,-9.7,-0.1,-12.6
Cc1nsc2c1ccc1ccccc12,2.7,-7.2,9.5,-0.9,2.5,-11.0,10.1,-1.2,-1.3,-0.2,-0.2
CC(C)CC(=O)Nc1ccc(N2CCN(C(=O)c3cccs3)CC2)cc1,-0.5,-1.0,1.6,-1.0,0.0,16.6,0.0,-17.3,-8.0,0.1,-2.7
O=c1c2ccccc2c2ccccc2c(=O)n1-c1ccccc1,1.5,4.4,4.5,3.8,0.5,5.5,33.8,11.2,-10.6,-0.4,1.8
Cc1ccc(OCc2nc(C#N)c(N3CCCC3)o2)cc1,1.3,-6.1,9.3,2.8,1.8,-11.0,-30.7,-4.5,-33.2,-0.1,-30.5
CCNc1ccc(S(=O)(=O)N(C)C)cc1NCC(=O)Nc1ccc(F)c(Cl)c1,3.1,-5.7,-13.1,-4.0,4.0,32.8,-4.3,11.2,11.8,-0.3,-5.5
Cc1ccc(CNC(=O)/C=C/[C@H]2O[C@@H](n3cc(C)c(=O)[nH]c3=O)C[C@@H]2O)o1,1.4,3.9,7.1,.,.,-7.5,1.8,-6.0,13.5,-0.3,12.2
Cc1ccc(NC(=O)c2cc(N3C(=O)C4CC=CCC4C3=O)ccc2N2CCCCC2)cc1 (stereo not drawn),-1.3,2.6,5.0,-0.2,-0.7,11.2,15.5,12.2,1.7,0.0,0.0
Nc1ccc(-c2cc(NC=O)c3ncc(-c4cccc(C(F)(F)F)c4)n3c2)cn1,0.4,-0.1,-51.7,.,.,11.6,-1.8,25.8,9.3,0.6,-10.8
CCN(C[C@H]1N[C@@](Cc2ccccc2)(C(=O)OC)[C@H]2C(=O)N(Cc3ccccc3)C(=O)[C@@H]12)S(=O)(=O)c1ccc(C)cc1,-3.2,8.4,7.6,11.1,.,42.2,4.6,11.9,-23.9,-0.6,26.9
COc1ccc(/C=C/c2cc(O)cc(O[C@@H]3O[C@H](CO)[C@@H](O)[C@H](O)[C@H]3O)c2)cc1O,-1.5,-5.5,-2.0,.,.,-52.2,-1.5,-107.2,-45.1,0.0,3.3
CC(C)n1cc(CN2CCC(n3nccc3NC(=O)C3CCCC3)CC2)cn1,0.2,10.3,-14.8,-1.2,0.8,3.0,8.5,-4.9,-34.3,-0.3,-5.4
NC(=S)NNC(=O)C12CC3CC(CC(C3)C1)C2,-2.4,2.8,7.1,-6.7,3.3,15.4,14.4,17.5,16.0,-0.3,-10.3
CC(=O)N1c2ccccc2S(=O)(=O)c2c1ccc1ccccc21,-1.8,12.3,-32.1,-5.0,.,-2.4,-16.6,-2.2,-9.9,12.7*,-2.9
Cc1ccc(C(=O)NN(CCC#N)C2=NS(=O)(=O)c3ccccc32)cc1,-0.3,11.6,2.0,-8.9,-2.9,0.9,4.9,0.0,-9.0,-0.4,-0.7
CCN(CCNCC(O)COc1ccccc1C(C)C)c1cccc(C)c1 (stereo not drawn),-1.0,-5.4,20.2,-6.8,-2.0,22.3,7.4,93.4*,-35.4,-0.2,-3.4
Cc1ccc(OCCC(=O)OCC(=O)Nc2ccc3c(c2)OCCO3)cc1,-0.3,0.3,9.6,-5.6,1.6,-18.3,3.6,12.8,-13.0,0.2,-7.7
CC(C)c1ccc(NC(=O)Nc2nc(C(N)C(C)C)cs2)cc1 (stereo not drawn),-2.2,-13.4,7.9,.,.,14.2,-10.1,95.8*,-25.7,0.1,-0.4
CSc1nnc(NC(=O)c2nc(S(=O)(=O)Cc3ccccc3F)ncc2Cl)s1,-0.4,-78.9*,95.2*,75.0*,5.4,96.3*,68.5*,105.9*,6.7,0.2,97.2*
CC1CCc2sc(C(=O)OCC(=O)NCc3ccccc3)cc2C1 (stereo not drawn),-0.2,-4.8,-4.7,-2.1,3.3,-4.4,-3.7,15.3,-27.6,-0.3,-7.5

# Assay outcomes deposited in PubChem by several laboratories.
